# Assay outcomes from PubChem.
# Pf apPOL inh: Pf-apPOL DNA polymerase inhibition; Recombinant Pf-apPOL, molecular beacon fluorescence, 1.5 h; inhibition, % at 10 µM; 210,000 tested, 0.25% active
# mHTT-CaM PPI inh: inhibitors of human mutant huntingtin-calmodulin interaction; P42858; AlphaScreen His-mHTT/GST-CaM binding, luminescence; inhibition, % at 15 µM; 190,000 tested, 3.6% active;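 note: 0% = both proteins with DMSO and 100% = one protein alone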
# The depositor's hits bear a star; i = inactive; . = not tested or not shown; & = joins results of further samples. Cut-off read from the data, not from the text of the source: active = inhibition above about 50%; inactive = the rest.
SMILES,Pf apPOL inh,mHTT-CaM PPI inh
O=C(O)c1cccc2c1NC(c1ccccc1[N+](=O)[O-])C1CC=CC21 (centres undefined),-9.2,92.0*
CCN(CC)CCNC(=O)c1cnc(N2CCN(c3ccccn3)CC2)c2ccccc12,-2.9,6.0
COc1ccccc1C(=O)Nc1nc2n(n1)C(c1ccccc1)C=C(C)N2 (centres undefined),6.0,12.0
Cn1cccc1/C=N\NC(=O)c1cnccn1,.,i
CC(C)c1ccc(NC(=O)c2cc(S(=O)(=O)N3CCc4ccccc4C3)ccc2F)cc1,3.9,6.0
CCOc1ccc(/C=c2\sc3n(c2=O)CN(c2cccc([N+](=O)[O-])c2)CN=3)cc1,-3.1,3.0
CC(C)C(=O)NCCNc1ccc([N+](=O)[O-])cc1Cl,-2.9,0.8
COc1ccccc1N1C(=O)C2C(c3cccs3)NC(CC(C)C)(C(=O)O)C2C1=O (centres undefined),-3.9,-2.0
Cn1c(SCC(=O)N=S(C)(=O)c2ccc(Cl)cc2)nnc1C(F)(F)F (centres undefined),3.6,.
COc1ccc(C(=O)N2CCC(c3nc(-c4ccccc4)no3)C2)cn1 (centres undefined),-3.2,8.7
COc1ccc(NC(=O)c2nc(-c3ccc(C)cc3)n3c2CCCCC3)c(OC)c1,0.9,4.4
O=C(Nc1cccnc1)c1ccc2c(c1)OCCO2,0.5,-0.5
CCC(Cc1cccc(O)c1)C(=O)O (centres undefined),2.4,0.0
CCOc1ccc(C=Cc2nc(C#N)c(N3CCN(C(=O)c4cccs4)CC3)o2)cc1,-14.0,13.5
O=c1[nH]c2ccc(S(=O)(=O)N3CCCC3)cc2s1,-3.2,-7.4&-1.0
Cc1ccc(C(=O)Nc2c3c(nn2C(C)(C)C)CS(=O)(=O)C3)cc1C,-16.5,-3.0
CS(=O)(=O)Nc1ccc(Cl)c(C(F)(F)F)c1,.,-8.3
O=S(=O)(c1ccc2[nH]c3c(c2c1)CCCC3)N1CCc2ccccc21,-2.8,77.8*
COc1ccccc1OCCOc1ccccc1[N+](=O)[O-],10.7,-12.7
COCC(C)NC(=O)c1cc(-c2ccc3c(c2)OCO3)on1 (centres undefined),-5.3,0.0

# Of the compounds above, these have a halogen:
SMILES,Pf apPOL inh,mHTT-CaM PPI inh
CC(C)c1ccc(NC(=O)c2cc(S(=O)(=O)N3CCc4ccccc4C3)ccc2F)cc1,3.9,6.0
CC(C)C(=O)NCCNc1ccc([N+](=O)[O-])cc1Cl,-2.9,0.8
Cn1c(SCC(=O)N=S(C)(=O)c2ccc(Cl)cc2)nnc1C(F)(F)F (centres undefined),3.6,.
CS(=O)(=O)Nc1ccc(Cl)c(C(F)(F)F)c1,.,-8.3

# The list goes on:
SMILES,Pf apPOL inh,mHTT-CaM PPI inh
CCOc1cc(/C=C2\C(=O)ON=C2C)cc(Br)c1OCc1ccccc1F,-7.4,51.0*
CCC[C@H]1CN(c2ccc(Br)cc2)C(=O)[C@@H]1CC(=O)Nc1ccccc1,-5.0,7.2
COc1ccc(CN2C[C@H](COCc3ccccc3)Oc3cccc(N4CCCC4)c3S2(=O)=O)cc1,0.7,4.5
CSc1ncccc1C(=O)Nc1ccc2c(c1)N(S(C)(=O)=O)CCC2,0.4,-4.2
CC(CCc1ccccc1)NC(=O)CC1CCN(C(=O)C2CCCCC2)CC1 (centres undefined),5.9,56.5*
O=C(NCc1cccnc1)C1c2ccccc2C(=O)N1Cc1ccc(F)cc1 (centres undefined),-7.6,2.0
COc1cc(C2Nc3ccccc3NC3=C2C(=O)CCC3)ccc1O (centres undefined),-2.9,-4.0
CC(C)Cc1ccc2c(n1)sc1c(N)ncnc12,-3.5,4.0
OC(COc1ccc(Cl)cc1)CN1CCN(Cc2ccc3c(c2)OCO3)CC1 (centres undefined),2.3,15.2
Nc1c2c(-c3ccccc3F)nc(N3CCCC3)nc2nn1-c1ccccc1,5.9,29.1
Cc1csc(C(=O)NN)c1,-2.4,.
Cc1ccc(C(=O)N2CCC(n3nc(-c4ccsc4)ccc3=O)CC2)s1,-3.9,100.2*
CCN1CCN(C(=O)C2CCCN(c3nccc4sc(C)cc34)C2)CC1 (centres undefined),-7.3,12.0
CC(C)NCCCn1c(C(C)(C)C)cn2c3ccccc3nc12,-0.1,6.8
CC(C)c1cccc(OCCCN(C)C)c1,2.1,-2.6
COc1cccc(C2CC(c3ccc(C)c(C)c3)=NC3(CCN(C)CC3)N2)c1O (centres undefined),0.2,34.8
CC(C)(C)SCCNC(=O)c1cccc([N+](=O)[O-])c1,-1.7,-2.5
Cc1c(C(=O)Nc2ccc(F)cc2)oc2ccc(S(=O)(=O)N3CC(C)CC(C)C3)cc12 (centres undefined),-0.3,-2.0
COc1cccc(Cc2nnc(-c3ccc4c(c3)OCO4)o2)c1,-4.1,.
O=C(c1ccc(Br)o1)N1CCCC1,-11.7,-6.6&-2.3

# Record cards (already shown).
# Results for CC(C)Cc1ccc2c(n1)sc1c(N)ncnc12 → Pf apPOL inh: -3.5; mHTT-CaM PPI inh: 4.0
# Results for Nc1c2c(-c3ccccc3F)nc(N3CCCC3)nc2nn1-c1ccccc1 → Pf apPOL inh: 5.9; mHTT-CaM PPI inh: 29.1

# The list continues:
SMILES,Pf apPOL inh,mHTT-CaM PPI inh
Cc1ccccc1-c1nc(-c2ccccc2Cl)no1,-2.5,-104.9
Cn1nc(-c2nc(-c3ccccc3F)no2)c2c1CCN(C(=O)c1ccc(Cl)cc1)C2,-4.4,6.1
CCOC(=O)CSc1nc2sc(C(=O)O)c(C)c2c(=O)[nH]1,6.6,-11.2
O=C(ONC=Nc1ncc(-c2ccc(Br)s2)s1)c1ccc([N+](=O)[O-])cc1,4.6,.
COc1ccc(-n2nc3c(c2NC(=O)c2cccc(F)c2)CS(=O)C3)cc1 (centres undefined),-1.1,-3.0
CN1CCN(C(=O)c2cc(F)c(F)cc2Cl)CC1,-5.2,-2.1
CC(C)CCNC(=O)c1cccc(N2CCNC(c3ccccc3)C2)n1 (centres undefined),-9.1,22.7
Cc1c(CCO)c(=O)n2c([nH]c3ccccc32)c1C#N,-39.7,7.0
CC1CCN(C(=O)C2CC(=O)N(CCc3c[nH]c4ccc(Cl)cc34)C2)CC1 (centres undefined),-1.4,27.2
Cc1cc(C)cc(C(=O)N2CCC(c3nc(C(=O)N4CCCCC4)c(C)o3)CC2)c1,-5.3,27.9
Cc1noc(-c2cccnc2)c1C(=O)N1CCC(Cc2ccccc2)CC1,-1.3,19.5
CC(=O)N1CCCC1COc1ccc(C(=O)N2CCCC2)cc1 (centres undefined),7.9,-0.7
Cn1c(NN)nc2sc3c(c2c1=O)CC(C)(C)OC3,-4.0,36.1
CNC(=O)N1CCCC(c2cccc(C(=O)N3CCC4(CC3)OCCO4)c2)C1 (centres undefined),-9.2,11.6
CCc1ccccc1NC(=O)CSc1nnc(COc2cccc(C)c2)o1,1.8,5.8
O=C(c1cccn2c(=O)c3sccc3nc12)N1CCOCC1,-3.3,5.0
COc1ccc(N(CC(=O)NC2CC3CCC2C3)S(C)(=O)=O)cc1 (centres undefined),0.4,-5.1
OC(COC12CC3CC(CC(C3)C1)C2)CN1CCN(c2ccc(F)cc2)CC1 (centres undefined),-9.5,-3.4
CN1CCCN(C2=Nc3ccccc3Oc3ccc(NC(=O)C4CC4)cc32)CC1,1.3,16.1
O=C(O)C12CC3CC(C1)CC(n1nc([N+](=O)[O-])nc1Br)(C3)C2,-8.2,-1.0
O=C(Cc1cccc(F)c1)N1CCN(c2cc(-c3ccccc3)[nH]n2)CC1,-1.5,-2.9
Cc1cc(Cl)ccc1N(CC(=O)NC(C)c1ccccc1)S(C)(=O)=O (centres undefined),-11.7,-5.0
CCSC1=N/C(=C/c2ccc(N(CC)CC)cc2OC)C(=O)S1,-46.9,84.0*
Cc1ccccc1N(C)S(=O)(=O)c1ccc2[nH]cc(C(=O)N(C)Cc3ccccc3)c(=O)c2c1,-11.8,42.0
C#CCOc1cc(Br)c(/C=C2/NC(=O)NC2=O)cc1OCC,-3.2,5.0
COc1ccccc1-n1c(SCC(=O)NCc2ccc(F)cc2)nc2c(c1=O)SCC2,5.0,6.0
CC1CCCCN1CCCNC(=O)CC(C(=O)N1CCc2ccccc21)n1ccnc1 (centres undefined),-8.1,-3.0
COc1ccc(C2C=C(c3ccc(Cl)cc3)Nc3ncnn32)c(OC)c1 (centres undefined),-0.8,-1.0
Cn1c(=O)c(-c2nc(-c3ccccc3Cl)no2)c(O)c2cc(F)ccc21,-1.1,-3.7
Cc1ccc(C2=N/C(=C/c3cc4c(cc3Cl)OCO4)C(=O)O2)cc1[N+](=O)[O-],-6.6,15.0
O=C1S/C(=C\c2ccc(Cl)cc2Cl)C(=O)N1CN1CCOCC1,-12.9,0.0
COc1ccc(C(=O)N2CCc3c(c(-c4nc(Cc5ccccc5)no4)nn3C)C2)cc1,-3.9,-1.9
Cn1nccc1NC(=O)CN(CC(=O)O)Cc1ccccc1,7.8,.
O=C(Nc1ccc(C(=O)N2CCCC2)cc1)C1CCCC1,-5.3,-10.4
CC1CCN(S(=O)(=O)c2ccc(C(=O)Nc3nc(-c4ccccn4)cs3)cc2)CC1,-2.6,98.0*
O=c1ccn([C@@H]2O[C@H](COP(=O)(O)OP(=O)(O)O)[C@@H](O)[C@H]2O)c(=O)[nH]1,-5.3,.
CC(C)N1C(=O)C(C)(C(=O)NCc2cccs2)Oc2cccnc21 (centres undefined),-5.4,-9.9
CCOc1ccc(C(O)=C2C(=O)C(=O)N(CCOC)C2c2ccccc2F)cc1 (centres undefined),0.1,-1.3
Cc1cccc(NC(c2ccccc2[N+](=O)[O-])c2ccc3ccc(C)nc3c2O)n1 (centres undefined),-5.9&0.1,75.0*
CC(C)(C)C(=O)Nc1ncc(S(=O)(=O)c2ccc([N+](=O)[O-])cc2)s1,-1.4,19.0

# Among those listed so far, these have a cyano group:
SMILES,Pf apPOL inh,mHTT-CaM PPI inh
CCOc1ccc(C=Cc2nc(C#N)c(N3CCN(C(=O)c4cccs4)CC3)o2)cc1,-14.0,13.5
Cc1c(CCO)c(=O)n2c([nH]c3ccccc32)c1C#N,-39.7,7.0

# Next section:
SMILES,Pf apPOL inh,mHTT-CaM PPI inh
O=C(O)c1cc(NS(=O)(=O)c2ccc(N3CCCCC3)c([N+](=O)[O-])c2)cc(C(=O)O)c1,-5.4,-4.1
COc1ccc(C2C=C(c3ccc(I)cc3)Nc3nnnn32)c(OC)c1 (centres undefined),0.3,10.0
O=C(c1ccc(Cl)cc1Cl)N1CCCC1,-7.5,-6.2
CSc1nnc2c(n1)OC(c1cc(O)c(O)c(Br)c1)Nc1ccccc1-2 (centres undefined),-7.5,-6.0
CN(C(=O)Cn1c(=O)oc2cc(Cl)ccc21)c1ccc(Br)cc1,2.7,-7.0
COC(CNC(=O)c1ccc(CNS(=O)(=O)c2ccc(C)cc2)cc1)OC,-4.5,4.0
CSc1nnc(-c2nn(C)c3c2CN(C(=O)c2cccc(C)c2)CC3)n1C,-2.5,-1.9
O=C(NCCC1CCN(C(=O)NC2CCCCC2)CC1)c1ccco1,-4.3,5.7
COc1ccc(C(=O)N2CCC(CCOc3ccncc3)CC2)cn1,-4.6,-4.5
Cc1cc(C)cc(-n2nnc(C(=O)NCc3ccccn3)c2N)c1,1.8,-1.0
O=C(c1cccnc1)N1CCN(C(=O)c2nnn3c2COC(c2ccccc2)C3)CC1 (centres undefined),-1.9,-4.6
Cc1ccccc1NC(=O)N1CCC(n2cnc3ccccc3c2=O)CC1,-2.9,2.3
O=C(CSc1ncccn1)NCc1cc(-c2ccco2)on1,-7.4,-0.9
Cc1ccc(CNC(=O)c2ccc(C)nc2C2CCN(C(=O)c3ccoc3)CC2)cc1,-1.3,13.2
Cc1cc(NC(=O)CS(=O)(=O)c2ccc(Cl)cc2)no1,7.3,-7.5
Cc1ccc(/C=C2/N=C(c3ccccc3Cl)OC2=O)c(C)c1,2.8,8.0
O=C(O)CSc1nc2ccccc2[nH]1,4.5&-10.8&-2.3,-2.6

# Of the compounds above, these contain a CF3 group.
SMILES,Pf apPOL inh,mHTT-CaM PPI inh
Cn1c(SCC(=O)N=S(C)(=O)c2ccc(Cl)cc2)nnc1C(F)(F)F (centres undefined),3.6,.
CS(=O)(=O)Nc1ccc(Cl)c(C(F)(F)F)c1,.,-8.3
